TSHR antagonist: antagonists of human thyroid stimulating hormone receptor. P16473. TSHR-expressing cells, TSH-stimulated cAMP HTRF, 2 h; active compounds read low. activity change, negative = inhibition, % at 11.5 µM. 330,000 compounds, 0.2% hits. AID 504810;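 active means activity change below a set negative limit, meaning inhibition stronger than a set level, cut at about -70% in these data; inconclusive means activity change between two set negative limits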; further: on the % scale 0 is the no-effect control and ±100 the full control effect
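Antagonism was scored as loss of TSH-driven cAMP in TSHR cells, stimulated with 4nM TSH (EC80) for 2 hours at 37 deg C and detected by homogeneous HTRF competition immunoassay.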
KCNH2 3.1 inh: blocks the human KCNH2 3.1 channel isoform. U2OS KCNH2 3.1, thallium flux FluxOr; active compounds read low. activity change, % (tested at about 1.8 µM). 340,000 compounds, 0.95% hits. AID 720553;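 active means maximum activity change below -70%; inconclusive means maximum activity change from -70% to -50%; inactive means maximum activity change above -50%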;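 further: thallium influx rate constant from kinetic fluorescence after stimulation buffer; on the % scale 0 is the no-effect control and ±100 the full control effect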
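Virally transduced U2OS (3.1 isoform, 4 h infection in dark at RT) → overnight 37 C → FluxOr + Red40 in HBSS/HEPES, 45 min → stimulation buffer, 2 min kinetic read → rate constant vs DMSO controls.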
TRPV1 ag: agonists of human vanilloid receptor 1 (TRPV1); Q8NER1; 320,000 compounds, 0.19% hits; TRPV1-expressing cells, Fluo-8 calcium influx, agonist mode; activation, % at 8.33 µM; AID 540275; in the data active means activation above about 80%; inconclusive means between about 30% and that limit; further: 0% is about no effect
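Cells expressing TRPV1 were dye-loaded with Fluo-8 and read kinetically: 10 s baseline, 3 min after compound (agonist portion), then 2 min after EC20 capsaicin (allosteric enhancer portion). Calcium-bound dye fluorescence at 480/520 nm.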
AT treatment: potential ataxia-telangiectasia treatments restoring KAP-1 phosphorylation | […] A-T fibroblasts, KAP-1 phosphorylation AlphaLISA; neocarzinostatin DNA damage 30 min before lysis | 320,000 compounds, 0.19% hits | Potency, µM (titrated, usually from 57.5 µM), without a hit: top-dose activation, most hits filed as activators | AID 485349; further: potency means the concentration at half of the fitted maximal effect; % of control where 0% means no effect; nearly all actives have a fitted effect of over 45% in size
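hTERT-immortalized A-T patient fibroblasts ([…]), 500 cells/well in OPTI-MEM, 1% FBS, got compounds for 60 min, then NCS for 30 min at 37C. Lysates were then assayed for phospho-KAP-1 by AlphaLISA (anti-pKAP1 donor, anti-KAP1 acceptor beads), 6 hr at 25C.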
ELG1 repair inh: blocks ELG1-dependent DNA repair in HEK293T cells. HEK293T ELG1-luciferase reporter, luminescence, 16 h; DNA damage induced by 5-fluorouridine. Potency, µM (doses to about 46.1 µM), for inactives: at the top dose activity change, negative = inhibition, actives largely listed as inhibitors. 330,000 compounds, 2.3% hits; further: potency means the concentration at half of the fitted maximal effect; on the % scale 0 is the no-effect control and ±100 the full control effect; nearly all actives have a fitted effect of over 55% in size
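Luminescence from the luciferase reporter, measured 30 min after ONE-Glo reagent at room temperature, was the read-out. Beforehand, 2,000 cells per well were exposed for 16 hr at 37 °C to 5-fluorouridine together with compound or vehicle.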
TCR act: T cell receptor activation. primary human leukocytes, anti-CD3, IL-2 HTRF, 48 h. Potency, µM (titrated, usually from 9.22 µM), inactives show top-dose activation of IL-2 secretion, most hits filed as activators. 330,000 tested, under 10 active. AID 504894; further: % of control where 0% means no effect
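Using a-CD3 beads without co-stimulation, primary human leukocytes were exposed to compounds for 48 hr. An HTRF IL-2 kit measured the cytokine, with europium-to-d2 energy transfer producing emission at 665nm upon 320nm excitation.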
Mito fusion yeast: inhibitors of mitochondrial division or activators of mitochondrial fusion. S. cerevisiae fusion-defective mutant growth rescue, CellTiterGlo 48 h. Potency, µM (top dose mostly 46.1 µM), for the others: top-dose growth rescue (activation), hits mostly activators. 320,000 compounds, 0.23% hits;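 further: potency means the concentration at half of the fitted maximal effect; % of control where 0% means no effect; nearly all actives have a fitted effect of over 45% in size; temperature-sensitive fusion mutants such as fzo1-1 at 37 °C on non-fermentable ethanol glycerol medium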
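Yeast fusion mutant, YPEG (non-fermentable carbon), compound, 48 h at 37C non-permissive; CellTiterGlo added, 10 min RT, luminescence read. Rescued growth = division inhibition.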
USP2a inh: blocks human ubiquitin-specific protease USP2a | O75604 | USP2 core, Ub-CHOP2 coupled fluorogenic reporter, 485/531 | Potency, µM (doses to about 38.3 µM), without a hit: at the highest dose activity change, negative = inhibition, actives largely listed as inhibitors | 330,000 compounds, 0.01% hits | AID 463254;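 further: potency means the concentration at half of the fitted maximal effect; plate controls were DMSO wells for no effect and full inhibition by NEM control for full effect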
Target sequence (O75604 whole entry, looked up): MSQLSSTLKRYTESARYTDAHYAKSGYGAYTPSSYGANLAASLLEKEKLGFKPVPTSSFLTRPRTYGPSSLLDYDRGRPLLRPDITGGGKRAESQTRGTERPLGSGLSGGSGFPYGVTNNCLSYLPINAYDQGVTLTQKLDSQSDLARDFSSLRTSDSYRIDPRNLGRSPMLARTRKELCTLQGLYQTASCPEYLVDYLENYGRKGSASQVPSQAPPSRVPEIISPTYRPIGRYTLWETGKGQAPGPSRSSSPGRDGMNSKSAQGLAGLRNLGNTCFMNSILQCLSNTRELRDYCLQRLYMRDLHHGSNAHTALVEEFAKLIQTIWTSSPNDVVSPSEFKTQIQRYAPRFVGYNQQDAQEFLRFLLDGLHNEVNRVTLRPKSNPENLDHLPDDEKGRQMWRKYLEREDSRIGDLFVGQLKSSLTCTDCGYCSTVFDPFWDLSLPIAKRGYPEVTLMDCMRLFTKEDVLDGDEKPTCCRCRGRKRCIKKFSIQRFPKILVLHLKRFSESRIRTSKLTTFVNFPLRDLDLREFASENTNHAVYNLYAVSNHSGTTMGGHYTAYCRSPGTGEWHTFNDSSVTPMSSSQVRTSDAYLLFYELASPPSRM
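USP2 core (10nM final) preincubated 30min RT with compound in 20mM Tris-HCl pH 8.0, 2mM CaCl2, 2mM beta-mercaptoethanol, 0.05% CHAPS; 25nM Ub-CHOP2 plus 25nM reporter substrate added, fluorescence (Ex485/Em531) read after 60min.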
Eya2 inh: Eya2 (human) phosphatase inhibition. recombinant Eya2, OMFP fluorescence dephosphorylation (OMFP is methylfluorescein phosphate). O00167. Potency, µM (doses to about 76.9 µM), inactives show top-dose activity, negative = inhibition, usual class: inhibitors. 330,000 compounds, 0.006% hits; further: potency means the concentration at half of the fitted maximal effect; on the % scale 0 is the no-effect control and ±100 the full control effect
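Eya2 protein (added as 0.2 uM solution) was preincubated with compound for 10 min at ambient temperature in 50 mM HEPES pH 7.5, 50 mM NaCl, 5 uM MgCl2, 0.05% BSA, 1 mM DTT. OMFP (added at 50 uM) then reacted 10 min; fluorescence read at 485/525 nm.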
hERG WT inh: inhibitors of human wildtype KCNH2 potassium channel; Q12809; U2OS, BacMam KCNH2, thallium flux FluxOr; active compounds read low; activity change, % at 1.84 µM; 340,000 compounds, 0.37% hits;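 active means maximum activity change below -70%; inconclusive means maximum activity change between -70% and -50%; inactive means maximum activity change above -50%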; further: on the % scale 0 is the no-effect control and ±100 the full control effect
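U2OS cells transduced with wild-type KCNH2 virus are loaded with FluxOr dye for 45 min, and thallium flux is measured in kinetic reads before and after stimulation buffer. Rate constants are normalized to DMSO controls.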
Numbers without * were called inactive; ? = inconclusive; . = not tested or not shown; [ ] = dose if it differs, or a comment. Unless noted, the call rests on the fitted dose curve; in most records, active means well fitted curve in the direction sought with a large enough effect; inconclusive means small, poorly fitted or top-dose-only effect, or another doubt; inactive means no such curve, though single readings can be large; an effect the other way counts as inactive or inconclusive. Not all compounds are listed; rates above refer to the full screens.

SMILES	TSHR antagonist	KCNH2 3.1 inh	TRPV1 ag	AT treatment	ELG1 repair inh	TCR act	Mito fusion yeast	USP2a inh	Eya2 inh	hERG WT inh
O=C(CN1CCSC1=O)N1CCN(S(=O)(=O)c2ccc(Cl)cc2)CC1	0	1	1	-2%	?	4%	-2%	1%	6%	11
CC1CC(C)CN(C(=O)c2ccc3c(c2NCCO)C(=O)c2ccccc2C3=O)C1 (configuration not stated)	-3	-2	8	.	?	0%	5%	-9%	-22%	-3
CCOCCCNC(=O)CCCC1=NS(=O)(=O)c2ccccc2N1	32	-6	-2	-8%	-3%	-5%	-4%	-1%	6%	6
CCCCCC(=O)Nc1ccc(S(=O)(=O)NC2=NCCCCC2)cc1	6	-8	-1	5%	-1%	6%	0%	3%	19%	6
Cc1ccccc1-n1ncc2c1CC(C)(C)CC2NC(=O)CCC1=NNC(=O)CC1 (configuration not stated)	14	10	1	-3%	9%	-3%	12%	1%	1%	5
O=C(c1ccco1)N1CCN(C(=O)c2cn(-c3ccccc3)nc2-c2ccccc2)CC1	0	-16	6	0%	?	-6%	5%	2%	-7%	-2
O=C1c2ccccc2C(=O)N1CCCc1nc(-c2cccnc2)no1	5	-5	3	-1%	3%	-45%	9%	2%	13%	-13
Fc1ccccc1-c1nc(NC2CCCC2)c2ccccc2n1	23	-26	-5	-2%	7%	-8%	-8%	10%	-26%	-2
CCCCC(C(=O)NC1CCCC1)N(Cc1ccco1)C(=O)Cn1nnc(-c2ccc(F)cc2)n1 (configuration not stated)	-16	-10	0	0%	16µM*	-4%	8%	2%	-23%	-10
CCc1nc(SCC(=O)Nc2nnc(CC)s2)c2c(=O)n(C)c(=O)n(C)c2n1	10	-2	-4	4%	16µM*	1%	-2%	0%	-4%	-2
O=C(CN1CCN(c2ccc([N+](=O)[O-])cc2Cl)CC1)N1CCOCC1	4	2	19	5%	17%	0%	3%	5%	4%	-1
CCCC(=O)Nc1cccc2c1CCCC2	10	3	-1	10%	10%	5%	14%	3%	-1%	-2
CCc1cccc(C)c1NC(=O)CCOc1ccccc1	-3	5	-3	-4%	-19%	-2%	1%	5%	-9%	13
COc1cc(S(=O)(=O)N2CCN=C2c2ccccc2)ccc1F	5	16	-4	-1%	0%	-6%	-6%	1%	12%	-12
O=C(CCCCCn1c(=O)[nH]c2ccsc2c1=O)NCc1ccc2c(c1)OCO2	-4	1	.	-9%	-17%	.	-2%	1%	-20%	2
Cc1cc(C)c2[nH]c(O)c(N=Nc3ccc(C(=O)O)cc3)c2c1	-1	3	0	-7%	?	3%	21%	1%	-11%	5
CC(=O)c1sc(Nc2nc3cc4c(cc3s2)OCO4)nc1C	-12	15	4	1%	?	4%	3%	-1%	11%	-7
Cc1csc(NC(=O)CSc2nnc(Cc3cccn3C)n2-c2ccc(F)cc2)n1	11	-10	6	5%	-9%	3%	-4%	-3%	-29%	11
COc1ccc(OC)c(-c2nnc(SCC(=O)NC3CCCCC3)o2)c1	3	10	6	6%	-6%	-2%	11%	2%	14%	3
CN(C(=O)CSc1nnnn1-c1ccc(Cl)cc1)C1CCS(=O)(=O)C1 (configuration not stated)	17	-7	.	4%	13%	-4%	.	0%	-9%	1
Oc1cc(NCc2cccnc2)ccc1-c1nc2ccccc2o1	-12	3	2	9%	?	4%	7%	2%	-25%	3
CC1=C(C#N)c2nc(N)c(C#N)c(C)c2/C1=C\c1ccc(C)cc1	43	.	-3	2%	?	.	12%	-10%	7%	.
Cc1ccc(OCC(=O)Nc2cccc(-c3nnc(-c4ccccc4)o3)c2)c(C)c1	-22	-7	12	0%	?	1%[46.1 µM]	-1%	1%	-21%	1
CCN(CC)S(=O)(=O)c1ccc(C)c(NC(=O)CSc2nc3ccccc3[nH]2)c1	14	-7	?	3%	?	-12%[46.1 µM]	-6%	3%	0%	-2
Cc1ccc(OCCC(=O)OCc2csc(CC(=O)Nc3ccccc3C)n2)cc1	-6	.	5	-16%	6%	8%	0%	0%	-3%	1

Filtered by structure, the entries above containing an aryl methoxy group (two)
SMILES	TSHR antagonist	KCNH2 3.1 inh	TRPV1 ag	AT treatment	ELG1 repair inh	TCR act	Mito fusion yeast	USP2a inh	Eya2 inh	hERG WT inh
COc1cc(S(=O)(=O)N2CCN=C2c2ccccc2)ccc1F	5	16	-4	-1%	0%	-6%	-6%	1%	12%	-12
COc1ccc(OC)c(-c2nnc(SCC(=O)NC3CCCCC3)o2)c1	3	10	6	6%	-6%	-2%	11%	2%	14%	3

Further compounds.
SMILES	TSHR antagonist	KCNH2 3.1 inh	TRPV1 ag	AT treatment	ELG1 repair inh	TCR act	Mito fusion yeast	USP2a inh	Eya2 inh	hERG WT inh
O=C(COC(=O)c1ccccc1O)NC(=O)c1ccc(OC(F)F)cc1	-6	-5	-2	-16%	8%	-4%	3%	1%	3%	9
O=C(CCCN1C(=O)c2ccccc2C1=O)NCCCn1ccnc1	5	8	-7	-6%	-15%	0%	-2%	1%	14%	13
N#Cc1c(NC(=O)CCCN2C(=O)c3ccccc3C2=O)oc(-c2ccccc2)c1-c1ccccc1	-20	-44	26	14%	7.9µM*	1%	-4%	-7%	-4%	-6
COc1cccc(C(=O)Nc2ccc(-n3nncc3C(C)(C)C)cc2)c1	-12	1	0	1%	?	-2%	2%	-1%	-5%	3
Cc1ccc(Sc2ncccc2COC(=O)Nc2ccccc2)cc1	-3	-6	?	0%	-9%	2%	-5%	4%	-2%	-11
O=C(O)CN(c1ccccn1)S(=O)(=O)c1ccccc1	9	-2	7	-8%	13%	6%	-1%	-2%	-1%	-18
COc1ccc(C(=O)NCc2nnc(SCC(=O)NCc3ccc(F)cc3)o2)cc1	5	-14	1	2%	-1%	1%	-3%	1%	-17%	-13
COc1cc2[nH]c(=S)n(Cc3ccco3)c(=O)c2cc1OC	1	1	-2	-6%	5%	.	-2%	3%	-12%	-19
CCC1CCCCN1C(=O)c1ccc2c(c1)C(=O)N(c1ccc(C)cc1)C2=O (configuration not stated)	0	1	4	0%	2%	-3%	-10%	0%	-16%	2
CN(C(=O)c1cccc(NC(=O)c2ccccc2)c1)C1CCCCC1	10	-6	26	-11%	-11%	1%	3%	1%	-1%	-5
CN1CCN(c2ccc(NC(=S)NC(=O)c3cccc4ccccc34)cc2)CC1	0	-79*	2	-1%	2%	-1%	-17%	-4%	0%	17
CCc1ccc(NC(=O)C(=O)c2ccccc2NC(C)=O)cc1	2	17	1	1%	?	-23%	-6%	2%	4%	-11
COC(=O)c1sc(SC)c(-c2ccon2)c1C	1	3	-2	2%	7%	-17%	-1%	1%	?	-2
Cc1cccc(Nc2nc(-c3ccc(O)c(O)c3)cs2)n1	-20	0	6	19%	?	0%	0%	-1%	11%	13
O=C(NCCO)C(=O)Nc1cc2c3c(c1)CC(=O)N3CCC2	8	5	-8	-5%	5%	-3%	19%	1%	7%	-13
Cc1cccc(N(Cc2cc3cc(C)ccc3[nH]c2=O)C(=O)c2cccs2)c1	0	-39	26	-1%	?	14%	-4%	4%	-14%	1
Cn1c(=O)cc(SCC(=O)NCc2cccnc2)c2ccccc21	7	2	4	1%	?	-5%[46.1 µM]	-1%	-2%	-6%	-2
Cn1cnnc1SCc1ccc(F)c2ccccc12	-6	20	-5	3%	0%	0%	2%	0%	-9%	-31
CCOC(=O)CNC(=O)CSc1nnc(-c2cccc(OC)c2)n1CC	2	1	-1	3%	9%	-5%	3%	-1%	-7%	-7
COc1ccc(-c2cc(C(=O)NCCN3CCOCC3)c3ccccc3n2)cc1OC	8	-4	-1	13%	-13%	4%	1%	1%	1%	2
O=S(=O)(c1cnc(Cl)c(Cl)c1)N1CCCc2ccccc21	-5	-17	-1	-5%	?	-3%[46.1 µM]	8%	-4%	-1%	-3
CC(C)COC(=O)NC1c2ccccc2Oc2ccccc21	2	-23	17	3%	-2%	-10%	0%	-3%	-15%	14
COCCNC(=O)c1ccccc1NC(=O)CSc1ccc(C)cc1	-10	-17	2	7%	0%	3%	4%	3%	7%	-1
COc1ccccc1-c1sc2ccccc2c1-c1ccc2c(c1)OCO2	-3	-4	-2	3%	4%	10%	12%	1%	8%	-9
O=S(=O)(c1ccccc1)N1CCC(=NO)CC1	-2	13	-3	-2%	?	-2%	2%	3%	-11%	10
Cc1nc2c(sc3nc(N4CCOCC4)c4c(c32)CC(C)(C)OC4)c(-c2ccccc2)c1C(=O)O	-8	-3	.	6%	3.7µM*	-13%	-4%	3%	1%	3
CCC/C(=C1/c2ccccc2C(=O)N1c1ccccc1)c1ccc2c(c1)OCCO2	22	.	3	-5%	-20%	0%	25%	2%	2%	.
Cc1ccsc1C(C(=O)NC1CCCCC1)N(C(=O)Cc1cccs1)C1CC1 (configuration not stated)	2	-39	21	3%	-2%	14%	10%	1%	3%	-6
